HTRA1 inhibitor: HTRA1 (human) protease inhibition. recombinant HTRA1, FP-rhodamine activity-based probe, fluorescence polarization. AID 504803. Q92743. actives 0.5% (n = 340,000). inhibition, % at 5.96 µM; in the data active means inhibition above about 36%;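 further: 0% = enzyme with DMSO and 100% = wells lacking enzyme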
SIAE inh: inhibitors of human sialic acid acetylesterase SIAE. Q9HAT2. SIAE FP-Rh probe binding, fluorescence polarization. actives 0.69% (n = 370,000). AID 1053197. inhibition, % at 9.66 µM;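 active means inhibition above a cutoff: mean of compounds within the control limits plus 3 SD of those, cut at about 17% in these data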;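 further: 0% = plate median of compound wells and 100% = probe without SIAE protein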
PRMT1 inh: PRMT1 (human) inhibition, primary screen; inhibition, % at 2.79 µM; AID 652257; recombinant PRMT1, activity-based probe fluorescence polarization; actives 1.3% (n = 370,000);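 active means inhibition above about 21% made by adding two undisclosed values, limit read from the data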
Target sequence (Q99873 whole entry, looked up): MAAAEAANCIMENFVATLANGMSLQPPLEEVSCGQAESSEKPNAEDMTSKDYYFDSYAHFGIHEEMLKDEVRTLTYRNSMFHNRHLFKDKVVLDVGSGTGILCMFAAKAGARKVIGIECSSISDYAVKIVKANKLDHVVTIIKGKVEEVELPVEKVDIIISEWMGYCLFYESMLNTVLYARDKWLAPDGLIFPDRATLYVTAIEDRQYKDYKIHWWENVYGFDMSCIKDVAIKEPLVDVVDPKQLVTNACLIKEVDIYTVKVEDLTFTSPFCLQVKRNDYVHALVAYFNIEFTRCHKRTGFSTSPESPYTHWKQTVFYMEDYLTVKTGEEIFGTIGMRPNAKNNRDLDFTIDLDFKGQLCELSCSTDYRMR
ABHD4 inh: ABHD4 (mouse) inhibition, primary FP screen; Q8VD66; actives 0.54% (n = 370,000); inhibition, % at 8.92 µM; purified mABHD4, FP-Rh probe fluorescence polarization; AID 720543;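 active means inhibition exceeding the mean over every tested compound plus 3 SD, cut at about 30% in these data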;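 further: 0% = plate median of compound wells and 100% = S159A mutant with DMSO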
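Assay system: mouse ABHD4 enzyme, wild type / Also added: fluorescent activity-based probe FP-Rh / Doses: single nominal dose of 8.92 µM, 0.89% DMSO final / Timing: 45 min compound pre-incubation plus 60 min probe step, 25 °C / Signal: FP readout, ex 525 nm / em 598 nm / Control set: S159A mutant/DMSO as 100%, compound-well median as 0%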
PG9 Ab binder: binds the HIV-1 gp120 antibody PG9; TR-FRET gp120-PG9 antibody binding; inhibition, % at 6.7 µM; actives 0.43% (n = 360,000); in the data active means inhibition above about 8.5%
NR1D1 modulator: modulators of human Rev-erb alpha DNA binding; actives 0.79% (n = 370,000); AID 1259318; Rev-erbα–FITC-DNA binding, fluorescence polarization, 90 min; P20393; activity, % at 10 µM;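 active means activity above about 14%, limit read from the data; passing the limit was not always enough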;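 further: 0% = DMSO wells with 35 nM protein and 100% = DMSO wells with 750 nM protein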
Target sequence (P20393 whole entry, looked up): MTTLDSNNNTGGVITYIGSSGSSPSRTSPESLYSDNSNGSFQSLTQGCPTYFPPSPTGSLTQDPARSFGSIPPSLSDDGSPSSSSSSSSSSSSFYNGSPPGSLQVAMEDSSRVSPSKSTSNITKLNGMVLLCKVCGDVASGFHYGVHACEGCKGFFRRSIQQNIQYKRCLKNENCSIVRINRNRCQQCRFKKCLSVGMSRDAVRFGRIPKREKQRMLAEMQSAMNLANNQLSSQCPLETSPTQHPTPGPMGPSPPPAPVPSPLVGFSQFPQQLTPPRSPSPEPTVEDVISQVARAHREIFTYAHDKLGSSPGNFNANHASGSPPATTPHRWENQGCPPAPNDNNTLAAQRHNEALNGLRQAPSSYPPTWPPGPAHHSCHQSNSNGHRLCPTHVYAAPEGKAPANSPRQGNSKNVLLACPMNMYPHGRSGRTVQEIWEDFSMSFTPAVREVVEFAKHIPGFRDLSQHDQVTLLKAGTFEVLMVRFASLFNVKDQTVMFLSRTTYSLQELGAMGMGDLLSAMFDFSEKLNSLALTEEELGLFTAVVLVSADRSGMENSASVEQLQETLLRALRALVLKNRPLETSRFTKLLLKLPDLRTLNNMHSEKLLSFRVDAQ
LEDGF integ inh: blocks HIV-1 LEDGF/p75-dependent DNA integration; TR-FRET IN-LEDGF/p75 DNA integration, Eu/Cy5; inhibition, % at 3.7 µM; actives 0.64% (n = 370,000);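 active means inhibition above the screen-wide mean plus 3 SD, cut at about 13% in these data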;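 further: signal is the Cy5 over europium emission ratio at 671 and 618 nm; 0% = plate median of compound wells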
rCAG binder: r(CAG) repeat RNA binding; TO-PRO-1 dye displacement fluorescence; inhibition, % at 3 µM; actives 1.3% (n = 370,000); AID 651821;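 active means inhibition above the plate cutoff, the mean of all test compounds on that plate plus 3 SD, cut at about 35% in these data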;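 further: 0% = DMSO alone and 100% = 100 µM mitoxantrone as full dye displacement; higher means more dye released from RNA so lower well fluorescence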
TDP2 absorb: TDP2 (human) inhibition, absorbance primary screen. recombinant TDP2, T5PNP hydrolysis, p-nitrophenol absorbance 415 nm. AID 720702. actives 0.34% (n = 370,000). O95551. inhibition, % at 12.8 µM;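 active means inhibition above the mean of all tested compounds plus 3 SD, set per campaign, cut at about 25% in these data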;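 further: 0% = DMSO with enzyme and 100% = buffer with substrate but no TDP2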
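System: recombinant human TDP2 / Amount: 120 nM TDP2 per well / Also added: 5 mM T5PNP chromogenic substrate / Doses: 12.8 µM single point, 1% DMSO / Incubation: 2 h at 37 °C / Detection: p-Nitrophenol epi absorbance / Evaluation: % inhibition relative to enzyme-containing and enzyme-free wells / Repeats: singlicate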
TCR-CD3 inh: inhibitors of human TCR-CD3 interaction; TAMRA-labeled TCR probe fluorescence, biochemical; inhibition, % at 9.4 µM; actives 0.37% (n = 360,000); AID 651800; in the data active means inhibition above about 19%;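 further: recombinant mutant TCR 2C K166C tagged with TAMRA read by polarization; 0% = receptor in buffer alone and 100% = receptor with positive control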
Starred values were filed as active, the others as inactive; nt = no result given.

| Structure | HTRA1 inhibitor | SIAE inh | PRMT1 inh | ABHD4 inh | PG9 Ab binder | NR1D1 modulator | LEDGF integ inh | rCAG binder | TDP2 absorb | TCR-CD3 inh |
| --- | --- | --- | --- | --- | --- | --- | --- | --- | --- | --- |
| COC(=O)Cc1ccc(N(Cc2ccccc2F)S(=O)(=O)c2ccc(Cl)cc2)cc1 | -25 | 4 | 2 | -4 | -2.0 | 6 | 0 | 5 | -14 | 2 |
| CCCCn1c(N)c(N(Cc2ccccc2OC)C(=O)COc2ccccc2OC)c(=O)[nH]c1=O | 1 | -1 | 2 | -1 | -0.8 | -2 | -4 | 2 | 3 | -4 |
| COc1ccc(-c2ccc(C(=O)Nc3ccc(NC(C)=O)cc3)c3occc23)c(C)c1 | nt | 1 | -2 | -3 | -3.1 | -4 | 4 | 8 | -7 | -4 |
| O=C(O)CCc1ccc(-c2ccccc2)o1 | -2 | -1 | 20 | 3 | -0.2 | -1 | 1 | 8 | 8 | 3 |
| O=C(CN=C1NC(=O)C(c2ccccc2)(c2ccccc2)N1)NCc1ccc(F)cc1 | 1 | -3 | 1 | 4 | 0.9 | -1 | -2 | -2 | -3 | -10 |
| Cc1ccccc1Cn1c(C(=O)OC(C)C)cc2c1ccn2C | 0 | 7 | 2 | 10 | -1.1 | 3 | -1 | -2 | 3 | 2 |
| CN(C)CCCNC(=O)c1cc(C(=O)C2CCCCC2)c[nH]1 | -3 | 4 | 0 | -1 | -1.3 | 2 | -6 | -1 | -11 | 1 |
| CC1=C(C(=O)NCc2ccccc2)C(c2cc(Br)cc(Br)c2OC(C)C)NC(=O)N1 (configuration not stated) | -20 | 1 | -3 | -5 | -0.4 | 2 | -1 | -5 | 6 | 2 |
| Cc1cc(Cl)c(S(=O)(=O)NC(C)C)cc1OCC(N)=O | -1 | 1 | -4 | -1 | 1.0 | 0 | 7 | -1 | -1 | 9 |
| Cc1cc(C)c(C)c(S(=O)(=O)N2CCN(C(=O)CCC(=O)N3CCOCC3)CC2)c1C | 2 | 9 | 0 | 3 | 0.8 | -3 | -1 | -7 | 3 | -4 |
| Cc1ccccc1C(=O)/C=C1\NC(=O)CS1 | 1 | 17* | -1 | 0 | -2.1 | 0 | -4 | 1 | -1 | -3 |
| O=C(CCCCCNc1nc(=S)[nH]c2ccccc12)NCCc1ccc(Cl)cc1 | 2 | -6 | 1 | 0 | -0.6 | -5 | 0 | -2 | -3 | 2 |
| Cc1nnc(Sc2c(N)n(C)c(=O)[nH]c2=O)s1 | 7 | 5 | -2 | 2 | 0.2 | -3 | 3 | 1 | -9 | 1 |
| O=C(c1sc2ccccc2c1Cl)N(Cc1ccccc1Cl)C1CCS(=O)(=O)C1 (configuration not stated) | -28 | -7 | 0 | -15 | 1.4 | 8 | 0 | 0 | -8 | -5 |
| COc1ccc(OC)c(C2=NOC(C(=O)N3CCCc4ccccc43)C2)c1 (configuration not stated) | -5 | 2 | 0 | 0 | 0.2 | -10 | 1 | -6 | 7 | 3 |
| Oc1ccc2oc3c(c2c1C=NCc1ccncc1)CCCC3 | 5 | 15 | 3 | 9 | 0.5 | -5 | -8 | 5 | -5 | 8 |
| CCOc1ccccc1/C=C(/NC(=O)c1ccccc1)C(=O)N1CCCCC1 | -10 | 1 | -6 | 2 | -1.3 | 0 | 0 | -7 | -6 | 0 |
| CCc1ccccc1N(CC(=O)O)S(C)(=O)=O | -1 | -7 | -2 | 2 | -0.4 | 5 | 2 | 1 | -1 | 4 |
| COc1ccc(S(=O)(=O)N2CCN(c3ccc(F)cc3)CC2)cc1C(=O)N1CCCC1 | 7 | 8 | 4 | 4 | 1.4 | -3 | -1 | -1 | 8 | -2 |
| COc1cc(C2c3c(-c4ccccc4)n[nH]c3C(=O)N2c2ccccc2)ccc1O (configuration not stated) | -54 | -6 | -3 | -9 | -0.7 | -1 | -1 | -2 | -6 | 8 |
| CCN1C(=O)[C@H]2[C@@H](c3ccc(C)cc3)N3C(=O)N(c4cccc(Br)c4)C(=O)[C@@]3(C)[C@H]2C1=O | -20 | 0 | 2 | -1 | 1.1 | -2 | 0 | 5 | -9 | -6 |
| Cc1noc(C)c1CSc1nnc(-c2ccccc2)n1N | -2 | -1 | 14 | 6 | -0.5 | -1 | 1 | -14 | 6 | 2 |
| COc1ccc(C(=O)Nc2ccc(/C(C)=N/NC(=O)c3ccncc3)cc2)cc1 | -1 | -5 | 0 | 1 | 0.1 | 0 | 4 | -1 | 3 | 0 |
| CN(C)Cc1cnc2ccc(Cl)cn12 | 9 | 6 | -6 | 4 | -0.8 | 1 | 1 | 0 | -6 | 3 |
| C/C(Nc1ccccc1)=C(/C#N)C(N)=O | 1 | -5 | 0 | -3 | -0.5 | 4 | -4 | -4 | 1 | -1 |
| CCOC(=O)c1ccc(NC(=O)CCC(CC)C(=O)O)cc1 (configuration not stated) | 3 | 1 | -2 | 0 | -1.8 | -2 | 5 | 2 | 1 | 1 |
| COc1ccc(-c2cn3cccc(C)c3n2)cc1F | 7 | 1 | 0 | -4 | -1.8 | 1 | -1 | -2 | -2 | 3 |
| Cc1cccc(OCCCC(=O)NNC(=O)c2cccc(N(C)C)c2)c1 | -1 | -2 | -1 | 3 | 0.3 | 0 | -2 | 2 | -5 | 3 |
| O=C(NCc1cccnc1)C12CC3CC(CC(C3)C1)C2 | 2 | 2 | -2 | -10 | -1.5 | 4 | 7 | -2 | -4 | -2 |
| COc1ccc2c(c1)c(=O)oc1cc(OCC(=O)NC3CC3)ccc12 | 2 | 4 | 1 | 4 | -1.5 | 24* | -2 | 2 | 10 | 4 |
| COC(=O)c1cc2n(n1)CCN(Cc1ccc(OC)cc1)C2=O | 4 | -3 | 0 | -2 | -2.1 | -7 | -1 | 1 | 10 | 1 |
| Cc1ccc(CNC(=O)CC2Sc3ccccc3NC2=O)cc1 (configuration not stated) | 5 | -3 | -1 | 1 | -0.3 | 0 | -2 | -1 | -3 | 5 |
| NC(=O)Cn1nnc(-c2ccc(CN3CCCCC3)cc2)n1 | -3 | -1 | -1 | -5 | -0.5 | -2 | 2 | -2 | -4 | 7 |
| CCCCn1c(=O)[nH]c(=O)c2c1nc(-c1ccc(OC)c(Br)c1)n2CC(C)C | -12 | -3 | 1 | -3 | -2.1 | 2 | 0 | -1 | -2 | 0 |
| Cc1cc2nc(-c3cc(N4CCOCC4)ccc3[N+](=O)[O-])ccn2n1 | -2 | -10 | 6 | -13 | -1.2 | -3 | -3 | -1 | -12 | -4 |
| Cc1ccc(S(=O)(=O)NCC(=O)OC2CCOC2=O)cc1 (configuration not stated) | 2 | -4 | 1 | -2 | -0.1 | 7 | 2 | 2 | -5 | -2 |
| O=C(c1ccc(-n2cncn2)c([N+](=O)[O-])c1)N1CCN(S(=O)(=O)c2ccc(Cl)cc2)CC1 | 7 | 8 | 0 | -4 | -1.0 | 2 | -2 | -1 | -3 | -1 |
| O=C(Nc1cc2c3c(c1)C1CCCC1CN3CC1CCCC21)c1ccc([N+](=O)[O-])cc1 (configuration not stated) | 11 | 9 | 0 | 16 | -0.5 | -1 | 1 | 6 | 5 | -2 |
| C/C(=N/NC(=O)c1cccs1)c1c(C)[nH]n(-c2nc3ccccc3s2)c1=O | 1 | -2 | 1 | 11 | 0.6 | 6 | -1 | 13 | -11 | 7 |
| Cc1ccc(S(=O)(=O)N2CCCC2C(=O)Nc2nc3c(s2)CCCC3)cc1 (configuration not stated) | -12 | 1 | -3 | -1 | 0.5 | -1 | 0 | -5 | 2 | -3 |
| O=C1CSC(c2ccc3c(c2)OCO3)N1c1ccc(Oc2ccccc2)cc1 (configuration not stated) | -33 | -11 | 3 | -8 | -1.3 | 4 | 0 | 12 | -4 | 3 |
| Cc1nc2ccc(NS(=O)(=O)c3ccc(F)cc3)cc2s1 | -5 | -5 | -1 | -3 | -1.2 | 5 | 2 | -3 | 7 | 6 |
| Cc1cc(-c2ccccc2)c2c(n1)sc1c(O)cc(=O)[nH]c12 | nt | -1 | -3 | -1 | 0.9 | -6 | 3 | 4 | -9 | 6 |
| CCc1nc2c(OCc3ccccc3)cccn2c1N(C)C(=O)Nc1ccccc1OC | nt | 1 | -1 | 2 | -1.1 | -6 | 1 | 0 | 1 | 0 |
| CC(/C=C/c1ccccc1)=N\NC(=O)C1CC1(C)c1ccccc1 (configuration not stated) | -20 | 1 | 2 | -21 | -0.3 | 1 | -2 | -5 | 6 | 6 |
| CCOC(=O)CC1(C)Sc2ccccc2N1S(=O)(=O)c1ccc(C)cc1 (configuration not stated) | nt | 3 | -3 | -2 | -0.2 | -3 | 6 | 0 | -2 | -3 |
| COc1cc(C#Cc2c(-c3cncn3C)n(C)c3ccc(-c4cc(OC)c(OC)c(OC)c4)cc23)cc(OC)c1 | -102 | 11 | 5 | -3 | 1.9 | 7 | -1 | 20 | -16 | -5 |
| COc1ccc(C(=O)NC(=S)NCc2cccnc2)cc1OC | 4 | 7 | -1 | 0 | -1.0 | -1 | -1 | -5 | 7 | 2 |
| Cc1cccc(N(CC(=O)NC2CCCC2)C(=O)c2cc3cc4cccc(C)c4nc3s2)c1C | -15 | -5 | -1 | -8 | -1.1 | 2 | 2 | 3 | 6 | 2 |
| OC1(c2cccs2)CN(c2ccc(Cl)cc2)C2=[N+]1CCCC2 (configuration not stated) | 4 | 0 | -2 | 0 | 1.6 | -8 | 0 | 1 | 6 | 1 |
| CN(C(=O)c1ccc(COc2ccccc2Br)o1)c1ccccc1 | -17 | -4 | 4 | -13 | -0.3 | -4 | -3 | -4 | -9 | -5 |
| Cc1ccc(C)c(N2CCN(C(=O)CCS(=O)(=O)c3ccc4c(c3)NC(=O)CO4)CC2)c1 | -3 | -3 | -4 | 5 | -2.3 | 6 | -3 | 0 | -22 | -1 |
| C=CCSc1nnc(NC(=O)CSc2ccccn2)s1 | nt | 4 | -2 | -4 | -2.9 | 3 | 0 | -5 | 6 | 7 |
| CN(Cc1ccccc1)C(=O)C(=O)c1c[nH]c2ccccc12 | -4 | -6 | 2 | -5 | -0.8 | 5 | -1 | 1 | 1 | -1 |
| CCOC(=O)Cc1csc(NC(=O)CC(C)(C)C)n1 | 3 | -3 | -3 | -20 | -1.1 | 2 | 2 | 3 | -16 | -11 |
| CC(C)(C)c1nnc2sc(SCCN3C(=O)c4ccccc4C3=O)nn2c1=O | 9 | -6 | 3 | 2 | 2.4 | 11 | 0 | -6 | 0 | -6 |
| Cc1ccc(-c2nc3cccnc3o2)cc1NC(=O)COc1ccc(Cl)cc1C | 4 | -5 | 1 | 2 | 3.3 | 12 | 2 | -1 | -6 | -3 |

In a second layout: entries from further up.
SMILES: Oc1ccc2oc3c(c2c1C=NCc1ccncc1)CCCC3
  HTRA1 inhibitor: 5
  SIAE inh: 15
  PRMT1 inh: 3
  ABHD4 inh: 9
  PG9 Ab binder: 0.5
  NR1D1 modulator: -5
  LEDGF integ inh: -8
  rCAG binder: 5
  TDP2 absorb: -5
  TCR-CD3 inh: 8
SMILES: CCOc1ccccc1/C=C(/NC(=O)c1ccccc1)C(=O)N1CCCCC1
  HTRA1 inhibitor: -10
  SIAE inh: 1
  PRMT1 inh: -6
  ABHD4 inh: 2
  PG9 Ab binder: -1.3
  NR1D1 modulator: 0
  LEDGF integ inh: 0
  rCAG binder: -7
  TDP2 absorb: -6
  TCR-CD3 inh: 0

Only part of the results is shown; count on the stated rates, not on these rows.
